# Screens as filed in PubChem.
# CCHFV vOTU inh: blocks the CCHF virus ovarian tumor domain protease; inhibition, % at 11.5 µM; CCHFV vOTU protease, Pep-AMC fluorescence; hit rate 0.55% among 370,000; in the data active = inhibition above about 30%; note: 0% = vehicle wells with enzyme and 100% = no enzyme wells
# Y pestis TopoI: inhibitors of Yersinia pestis topoisomerase I; AID 504884; hit rate 0.064% among 360,000; Y. pestis Topo-I cleavage product accumulation, plate reader; activity, % at 10 µM; in the data active = activity above about 50%, passing the limit was not always enough; inconclusive = no clear call, values can overlap the other calls; note: inactives centre near 2
# Vc quorum ag: inducers of Vibrio cholerae quorum light production without autoinducers | V. cholerae BH1578 lux reporter, luminescence, 6 h | activation, % at 18.7 µM | hit rate 0.16% among 350,000 | AID 588436; in the data active = activation mostly above about 9.7%, no sharp cut-off; inconclusive = no clear call, values can overlap the other calls; inactive = mostly below about 3.7%; note: not every result past the cut was called active; inactives centre near 0; reference of the scale not given here
# BoNT A protease: BoNT A light chain protease inhibition | multiplex microsphere protease substrate cleavage, flow cytometry | inhibition, % at 10 µM | hit rate 0.17% among 360,000; note: plate controls were buffer without enzyme for full effect and enzyme alone for no effect
# PfHsp40 yeast: compounds rescuing yeast from Plasmodium falciparum HSP40 toxicity; S. cerevisiae expressing PfHsp40, growth rescue, ATP luminescence; growth rescue, % at 12.5 µM; hit rate 0.68% among 340,000; AID 504582; in the data active = growth rescue above about 28%, passing the limit was not always enough; inconclusive = no clear call, values can overlap the other calls;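 note: yeast W303a lacking pdr1 and pdr3 grown in galactose medium; growth measured after three days at 30 °C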
# DUSP3 inh: DUSP3 (human) phosphatase inhibition; P51452; recombinant VHR phosphatase, pNPP absorbance; inhibition, % at 13.3 µM; hit rate 0.52% among 290,000; in the data active = inhibition above about 50%; note: some compounds called inactive have numbers as strong as hits
# Anthrax LF prot: inhibitors of Bacillus anthracis lethal factor protease; inhibition, % at 10 µM; AID 588501; multiplex microsphere protease cleavage assay, LF; hit rate 0.12% among 360,000; P15917; note: plate controls were buffer without enzyme for full effect and enzyme alone for no effect
# TcdB inh: TcdB glycohydrolase inhibition; TcdB glycohydrolase enzymatic assay, plate reader; P18177; AID 652162; inhibition, % at 9.99 µM; hit rate 0.24% among 350,000; in the data active = inhibition above about 10%
# Target sequence (P18177 whole entry, looked up): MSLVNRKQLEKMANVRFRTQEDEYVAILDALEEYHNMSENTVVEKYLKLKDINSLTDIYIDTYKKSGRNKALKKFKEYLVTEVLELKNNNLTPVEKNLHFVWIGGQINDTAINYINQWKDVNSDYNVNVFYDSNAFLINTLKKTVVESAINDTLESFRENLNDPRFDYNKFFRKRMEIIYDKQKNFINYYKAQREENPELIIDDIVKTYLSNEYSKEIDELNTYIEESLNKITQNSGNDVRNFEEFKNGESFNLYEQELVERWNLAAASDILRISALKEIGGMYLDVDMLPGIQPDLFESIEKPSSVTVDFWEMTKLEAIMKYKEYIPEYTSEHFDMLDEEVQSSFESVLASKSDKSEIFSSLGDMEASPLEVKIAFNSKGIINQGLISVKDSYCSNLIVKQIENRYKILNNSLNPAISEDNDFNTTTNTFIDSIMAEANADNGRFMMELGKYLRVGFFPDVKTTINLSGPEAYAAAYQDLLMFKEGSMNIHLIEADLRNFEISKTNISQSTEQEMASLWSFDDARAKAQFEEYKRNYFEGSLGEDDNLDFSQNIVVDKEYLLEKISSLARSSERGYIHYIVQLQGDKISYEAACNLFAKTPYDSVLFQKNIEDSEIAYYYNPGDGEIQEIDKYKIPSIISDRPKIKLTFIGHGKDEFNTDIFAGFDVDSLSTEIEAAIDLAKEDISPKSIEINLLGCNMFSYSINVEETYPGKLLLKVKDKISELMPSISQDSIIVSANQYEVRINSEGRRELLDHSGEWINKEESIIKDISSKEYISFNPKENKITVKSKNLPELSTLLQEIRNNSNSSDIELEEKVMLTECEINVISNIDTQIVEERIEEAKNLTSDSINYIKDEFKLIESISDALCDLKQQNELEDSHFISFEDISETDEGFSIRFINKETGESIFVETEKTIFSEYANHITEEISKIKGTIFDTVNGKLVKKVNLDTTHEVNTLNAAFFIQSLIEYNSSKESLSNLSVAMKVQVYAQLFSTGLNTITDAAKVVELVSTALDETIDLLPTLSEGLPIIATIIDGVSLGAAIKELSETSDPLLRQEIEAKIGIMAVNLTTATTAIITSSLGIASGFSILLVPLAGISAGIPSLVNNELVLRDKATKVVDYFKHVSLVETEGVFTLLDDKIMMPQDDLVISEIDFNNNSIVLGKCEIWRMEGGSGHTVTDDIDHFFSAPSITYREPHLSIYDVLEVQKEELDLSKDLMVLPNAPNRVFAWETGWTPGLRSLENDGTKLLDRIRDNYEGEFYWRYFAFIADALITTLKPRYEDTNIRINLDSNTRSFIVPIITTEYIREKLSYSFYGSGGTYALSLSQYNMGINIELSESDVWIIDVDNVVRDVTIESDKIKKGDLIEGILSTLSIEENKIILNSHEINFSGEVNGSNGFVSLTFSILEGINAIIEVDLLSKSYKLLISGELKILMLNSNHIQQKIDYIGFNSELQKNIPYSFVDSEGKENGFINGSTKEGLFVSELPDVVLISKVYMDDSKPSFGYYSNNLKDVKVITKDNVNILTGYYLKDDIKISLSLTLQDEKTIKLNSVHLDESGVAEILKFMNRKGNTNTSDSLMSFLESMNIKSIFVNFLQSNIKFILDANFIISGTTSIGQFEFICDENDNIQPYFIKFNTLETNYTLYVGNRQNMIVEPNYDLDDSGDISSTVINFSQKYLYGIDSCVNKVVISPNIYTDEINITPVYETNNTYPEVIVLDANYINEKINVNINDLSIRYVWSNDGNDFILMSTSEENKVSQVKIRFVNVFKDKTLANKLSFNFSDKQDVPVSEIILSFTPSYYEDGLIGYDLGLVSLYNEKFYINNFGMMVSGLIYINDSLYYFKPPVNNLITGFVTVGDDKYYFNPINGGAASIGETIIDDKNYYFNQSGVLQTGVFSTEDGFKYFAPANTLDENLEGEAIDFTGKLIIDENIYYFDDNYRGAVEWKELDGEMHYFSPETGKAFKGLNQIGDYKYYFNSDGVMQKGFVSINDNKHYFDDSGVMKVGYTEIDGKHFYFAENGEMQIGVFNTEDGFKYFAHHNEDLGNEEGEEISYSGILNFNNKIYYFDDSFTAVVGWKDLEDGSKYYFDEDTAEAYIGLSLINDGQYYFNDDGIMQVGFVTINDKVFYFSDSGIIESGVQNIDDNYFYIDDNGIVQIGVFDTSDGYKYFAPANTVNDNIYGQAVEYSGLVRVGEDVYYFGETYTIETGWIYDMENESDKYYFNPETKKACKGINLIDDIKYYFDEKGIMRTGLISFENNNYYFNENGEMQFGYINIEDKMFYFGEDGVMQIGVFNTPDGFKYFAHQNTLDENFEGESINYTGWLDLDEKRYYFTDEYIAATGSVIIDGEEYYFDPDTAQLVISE
# PriA SSB inh: K. pneumoniae PriA-SSBct interaction inhibition. inhibition, % at 33 µM. AID 1272365. hit rate 0.6% among 430,000. AlphaScreen SSBct-PriA binding, biotinylated peptide; in the data active = inhibition mostly above about 37%, no sharp cut-off; inactive = mostly below about 20%;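 note: plate controls were negative control peptide for no effect and reference peptide for full effect; strong numbers were not always called active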
# SARS 3CLpro inh: SARS-CoV 3CLpro protease inhibition. P0C6X7. recombinant SARS-CoV 3CLpro, quenched FRET peptide cleavage. inhibition, % at 6 µM. hit rate 0.14% among 290,000; in the data active = inhibition above about 12%
# * hit, by the source's call; i = inactive; ? = inconclusive; · = no result given; & = joins results of further samples. Cut-off read from the data, not from the text of the source, unless noted: active = inhibition above about 30%; inconclusive = no clear call, values can overlap the other calls; inactive = below that.
# Values run as follows: CCHFV vOTU inh	Y pestis TopoI	Vc quorum ag	BoNT A protease	PfHsp40 yeast	DUSP3 inh	Anthrax LF prot	TcdB inh	PriA SSB inh	SARS 3CLpro inh
> O=C1c2cc(CO)cc(O)c2C(=O)c2c(O[C@@H]3OC(CO)[C@@H](O)[C@@H](O)[C@@H]3O)cccc21 (stereo not given in full)
 : 0.1	-1.8	-0.3	0.1	3.6	·	-12.7	0.4	-14.7	·
> CCN(C(=O)c1ccc(S(=O)(=O)N2CCCC2)cc1)C1CCS(=O)(=O)C1 (stereo not given)
 : -7.4	-12.9	0.8	0.5	-1.1	·	-2.3	-0.7	-17.0	·
> Cc1cc(C(=O)NC2CCCN(Cc3ccccc3F)C2)n[nH]1 (stereo not given)
 : -1.3	12.7	i	-2.8	0.4	6.5	-2.1	1.5	-9.5	0.3
> O=C(CSC1=NS(=O)(=O)c2ccccc2N1)NCCc1ccccc1
 : 5.5	-5.3	-1.8	-3.4	0.6	·	-5.3	0.9	3.1&16.0	·
> Cc1cccc(Nc2ccccc2C(=O)OCC(=O)NCc2ccco2)c1C
 : 14.5	39.3	0.4	1.2	-0.1	31.1	5.0	1.4	-2.1	-0.1
> CCCCCCNC(=O)CCNC(=O)c1cc(OC)c(OC)c(OC)c1
 : 2.6	-4.5	-0.6	-0.2	-1.0	18.8	1.2	·	-21.3	-1.4
> CC(C)N(Cc1cn(C)nc1-c1cccc(Cl)c1)CC1CCC(=O)N1 (stereo not given)
 : 3.2	15.3	i	-0.3	-0.7	25.1	2.5	1.6	-1.1	5.1
> O=C(Nc1ccc(S(=O)(=O)Nc2nccs2)cc1)c1ccncc1
 : 14.3	·	·	0.7	·	·	-2.6	0.2	·	·
> C[C@H]1CN([C@@H](C)CO)S(=O)(=O)c2ccc(C#CC(C)(C)O)cc2O[C@H]1CN(C)Cc1ccccc1
 : 5.2	28.6	i	-0.1	·	·	0.6	0.4&-0.6&0.2	·	·
> Cn1nnnc1SCC(=O)c1cccs1
 : 5.6	-7.3	-6.7	-0.3	0.5	15.3	-2.5	·	-11.4	-1.2

# Some entries already given, showing only BoNT A protease:
compound	BoNT A protease
O=C(Nc1ccc(S(=O)(=O)Nc2nccs2)cc1)c1ccncc1	0.7
C[C@H]1CN([C@@H](C)CO)S(=O)(=O)c2ccc(C#CC(C)(C)O)cc2O[C@H]1CN(C)Cc1ccccc1	-0.1

# Continuation:
# Values run as follows: CCHFV vOTU inh	Y pestis TopoI	Vc quorum ag	BoNT A protease	PfHsp40 yeast	DUSP3 inh	Anthrax LF prot	TcdB inh	PriA SSB inh	SARS 3CLpro inh
> Cc1ccc(S(=O)(=O)NCC(=O)OCc2ccccc2)cc1
 : -2.1	6.9	-2.1	-0.3	-1.0	18.5	-3.6	3.7	-10.8	1.5
> COc1ccc(-n2c(C)cc(C3=NNC(=NC4CC4)SC3)c2C)cc1
 : 11.5	3.3	-0.2	-0.4	0.7	29.4	-9.8	0.2	-7.9	-0.5
> Cc1c(C(=O)Nc2ccc3c(c2)OCCO3)cnn1C
 : 2.8	3.6	-0.2	-1.7	-1.4	38.4	2.5	-0.1	4.4	-0.1
> Cc1ccc(NC(=S)NNC(=O)c2ccccc2O)c(C)c1
 : 8.8	0.8	-0.6	-0.6	0.7	9.1	-1.7	1.3	10.4	2.7
> O=c1c2ccccc2c(-c2ccccc2)nn1-c1cc(Cl)ccc1[N+](=O)[O-]
 : 8.7	7.2	-0.5	-1.7	4.8	2.6	-4.7	·	36.4	6.7
> COc1ccc(Cl)cc1NC(=O)CN(C)Cc1cccs1
 : 9.8	21.4	0.0	-0.2	0.0	6.4	-2.0	0.2	-37.2	6.2
> O=c1[nH]cccc1-c1nc2ccccc2n1Cc1cccc(Cl)c1
 : -83.1	7.3	-0.5	-0.7	-1.4	31.1	-4.8	1.3	-0.8	-0.9
> CN1CCCN(CC(O)COCc2cccs2)CC1 (stereo not given)
 : -6.1	-0.3	i	-0.1	0.0	-0.6	-4.0	·	9.1	-0.6
> CCN1CCN(C(=O)CCc2ccc(S(=O)(=O)NCCc3ccccc3)cc2)CC1
 : -3.2	2.0	-0.6	-1.3	-0.5	22.3	-1.1	·	-6.7	5.0
> O=C(CSc1nnc2c(n1)[nH]c1ccccc12)NC1CCCCC1
 : -13.0	4.8	-0.3	-6.1	-1.1	41.5	-5.4	0.5	-11.2	-1.8
> CCOC(=O)c1cc2c(C)n(-c3ccc(N(C)C)cc3)c(C)c2cc(C(=O)OCC)c1=O
 : -2.0	14.3	i	?	0.3	35.9	1.3	·	2.1	1.3
> CSCCCN1CC[C@@H](N2CCN(c3ccccc3F)CC2)[C@H](O)C1
 : 2.5	9.5	-2.3	?	0.6	10.7	-15.4	-0.1	-8.7	6.3
> Cc1ccc(S(=O)(=O)NC(=O)c2cc(C)n(C3CC3)c2C)cc1
 : -9.9	1.7	-0.3	-0.6	2.3	18.4	-2.7	1.0	6.1	3.7
> O=C1OC(OC2CCCCC2)(c2ccccc2)c2ccccc21 (stereo not given)
 : 1.1	33.5	-3.3	-1.0	4.0	-8.2	-3.4	1.3	-20.9	8.1
> COc1ccc(OC)c(/C=C/C(=O)OCC(=O)c2c(N)n(C)c(=O)n(C)c2=O)c1
 : 5.1	-1.7	i	0.1	0.2	-12.3	1.6	-3.9	-6.3	3.6
> Cc1ccc([C@H]2C[C@@H](n3cc(C4CC4)nn3)[C@H](O)CN2C(=O)c2cccs2)cc1
 : 9.7	-9.5	-0.4	-0.1	·	·	-3.5	0.2	·	·
> CC(OC(=O)C1=COCCO1)C(=O)Nc1cccc(S(=O)(=O)N2CCOCC2)c1 (stereo not given)
 : -7.4	2.6	-0.8	0.5	-0.3	5.4	-4.7	0.6	-0.7	-0.4
> CCCCCC(=O)N1CC2(CC(c3cccc(NC(=O)CC)c3)=NO2)C[C@H]1C(N)=O (stereo not given in full)
 : 6.2	-8.5	-3.7	0.5	-0.2	-0.3	-2.7	0.1	-6.0	·
> COCCNC(=O)C(=O)NCC1OCCN1S(=O)(=O)c1ccc(F)cc1 (stereo not given)
 : -2.6	-4.7	i	-0.9	-1.1	9.7	-3.6	1.1	-13.7	-1.5
> Cc1cc(-c2ccccc2)c2c(n1)sc1c(O)cc(=O)[nH]c12
 : -4.1	·	·	·	·	13.8	·	0.4	-2.7	3.4
> Cc1ccc(NC(=O)C23CCC(C)(C(=O)[C@H]2Br)C3(C)C)cc1 (stereo not given in full)
 : -6.8	-2.7	-1.0	·	-1.0	13.3	·	1.7	-14.9	1.7
> CCN1CCN(C(=O)c2ccc(Cl)c(S(=O)(=O)N3CCOCC3)c2)CC1
 : -6.0	2.4	-6.7	0.6	1.0	24.0	4.1	1.2	4.6	-1.0
> O=C(COC(=O)c1ccc(Cl)c(S(=O)(=O)N2CCCC2)c1)NC1CCCCC1
 : -5.3	9.7	-0.2	0.2	-1.8	14.7	-4.9	0.1	-4.0	1.6
> Cc1cc(C)n2nc(SCC(=O)N3CCc4ccccc43)nc2n1
 : -3.5	10.5	i	-0.3	-0.3	-10.0	-2.1	·	-22.3	-2.4
> Cc1ccc(O)c(NC(=S)NC(=O)/C=C/c2ccccc2)c1
 : -5.7	-6.2	-0.3	0.5	-0.5	14.9	5.9	0.2	-15.3	-0.9
> COCCN(C(=O)COC(=O)/C=C/c1ccco1)c1c(N)n(Cc2ccccc2)c(=O)[nH]c1=O
 : 6.2	-1.2	-0.5	-0.2	0.1	14.4	-1.5	1.3	-4.4	0.2
> O=C(O)Cc1ccc(NC(=O)c2ccc3c(c2)C(=O)N(CC2CCCO2)C3=O)cc1 (stereo not given)
 : -1.1	7.8	-3.4	0.7	-2.2	5.4	1.8	0.8	0.7	2.2
> CCOC(=O)c1c(NC(=O)COC(=O)c2cccc([N+](=O)[O-])c2)sc(C(=O)N(C)C)c1C
 : 1.2	-3.4	-1.3	-0.3	·	·	1.0	-2.0	·	·
> CN(C)/N=C/c1ccc(N2CCOCC2)cc1
 : -2.2	-11.3	0.7	-1.0	-0.1	16.9	-2.8	-43.8	·	-2.3
> COc1ccc(CN2C(=O)c3ccccc3C2c2nnnn2Cc2ccccc2)cc1OC (stereo not given)
 : -3.8	·	·	0.4	·	·	3.0	0.3	·	·
> Cc1ccc(-c2ccc(CCC(=O)O)n2NC(=O)c2cccs2)cc1
 : -1.0	5.8	·	0.3	-0.6	-7.5	-6.6	·	-2.5	3.6
> CC1CCN(C(=O)Cn2nnc(-c3ccccc3)n2)CC1
 : -3.4	-0.7	1.6	2.5	0.4	27.2	2.8	1.0	-7.7	-0.2
> O=C(NCC1CC1)c1ccc2sc([C@H]3C[C@H](O)[C@@H](CO)O3)nc2c1
 : 6.8	-2.7	-0.3	-0.6	·	·	-4.0	0.9	·	·
> O=C(CN1C(=O)c2ccccc2S1(=O)=O)N1CCN(c2ccc(F)cc2)CC1
 : 16.4	-4.9	-0.2	-2.4	-0.1	3.6	-9.8	8.3	4.2	-5.2
> CCCCCCCCCCCC1=C(O)C(=O)C=C(O)C1=O
 : ·	-22.4	-0.6	-0.8	3.4	·	-2.0	·	-14.3	·
> CCOC(=O)COc1ccc2nsnc2c1
 : 7.6	2.2	-0.5	-0.3	-0.2	29.9	-5.3	·	-5.9	-0.2
> COCCN(C(=S)Nc1c(C)cc(C)cc1C)C(C)c1cccs1 (stereo not given)
 : -2.6	-12.8	-0.2	0.0	4.0	-0.6	-3.4	0.6	1.2	4.9
> COc1cc(OC)cc(C(=O)OCCNC(=O)Cn2cnc3c2c(=O)n(C)c(=O)n3C)c1
 : -14.2	·	·	·	·	13.4	·	0.7	·	-1.9
> COc1cc([N+](=O)[O-])ccc1NC(=O)C[n+]1ccccc1C
 : 10.7	-3.7	i	0.1	-0.8	19.7	-5.4	·	-5.2	-1.3
> COc1ccccc1C(=O)NNC(=O)c1ccccc1[N+](=O)[O-]
 : 1.4	3.0	-0.7	1.0	-0.4	-1.6	1.7	1.6	-17.6	0.3
> CCOc1cc(/C=C2\CN(C)C/C(=C\c3ccc(O)c(OCC)c3)C2=O)ccc1O
 : -5.5	-1.9	i	-4.2	-1.7	10.4	-10.7	-6.1	8.4	-2.0
> Nc1c(-c2ccc(Cl)cc2)cnn1-c1cc(C(F)(F)F)cc(C(F)(F)F)c1
 : 2.0	-5.7	i	0.5	-1.3	24.6	5.7	0.8	-2.8	0.3
> COc1cc(-c2nnc(SCC(=O)c3cc(C)n(CC4CCCO4)c3C)o2)cc(OC)c1OC (stereo not given)
 : 0.7	0.5	i	-0.1	-0.2	5.6	-9.3	·	-9.8	-0.6
> Cc1nn(C(=O)C2CC2)c(C)c1Sc1ccc(Cl)cc1
 : -18.0	25.1	·	0.1	1.4	0.9	-1.6	1.6	-15.5	-1.1
> NCCCC[C@H]1CNC(=O)C(=O)N1CCc1cccc(F)c1
 : -6.7	4.7	-0.3	0.3	-1.2	19.1	-3.9	0.5	-6.9	·
> Cc1ccc(C2=NCCn3c2c2ccccc2[n+]3[O-])cc1
 : 9.3	3.4	1.4	-0.4	-0.4	·	-7.2	0.9	-0.9	·
> Cc1ccc(O)c(Cc2cc(C)cc(Cc3cc(C)ccc3O)c2O)c1
 : 8.7	-23.8	-0.8	0.1	·	·	-1.8	2.6	·	·
> COc1cc(-c2nnc(SCC(=O)Nc3ccc(C(=O)O)cc3)o2)cc(OC)c1OC
 : -13.5	6.6	-0.8	0.4	-1.2	·	3.1	0.3	5.5	·
> CN(CC(=O)Nc1ccccc1Cl)C(=O)CN1C(=O)NC(c2ccccc2)(c2ccccc2)C1=O
 : 16.9	8.8	-2.0	4.0	0.2	·	-0.9	0.4	2.5	·
> Cn1cc(CNC(=O)c2cc(COc3ccc4c(c3)CCCC4)on2)cn1
 : 3.3	34.0	i	1.8	-0.3	1.6	0.6	1.3	9.4	3.1

# An excerpt (hit frequency here may not be typical).
